CRFR2-BP ag: agonists of CRF-BP/CRF-R2 complex, primary screen, cell-based, HEK293, calcium dye fluorescence, uHTS. calcium dye fluorescence (FLIPR); percent of saturating CRF peptide response. activation, % at 13.2 µM. 0.46% of 350,000 active;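 active = activation of at least 50%, plus an integration ratio under a set limit after plate pattern correction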;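 note: plate controls were neutral control wells without compound for no effect and CRF at EC100 for full effect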
M5 PAM: human M5 muscarinic receptor positive allosteric modulators, primary screen, CHO-K1 cells, Fluo-8 calcium fluorescence | 0.3% of 360,000 active | AID 624038, 2012 | Muscarinic acetylcholine receptor M5 (Homo sapiens), P08912 | CHO-K1 hM5, ACh EC20 PAM; 0% = ACh EC20, 100% = ACh EC100 | activation, % at 3 µM;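 active = activation above the run cutoff, the mean activation of all test compounds plus 3 SD, cut at about 18% in these data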
Target sequence (P08912 whole entry, looked up): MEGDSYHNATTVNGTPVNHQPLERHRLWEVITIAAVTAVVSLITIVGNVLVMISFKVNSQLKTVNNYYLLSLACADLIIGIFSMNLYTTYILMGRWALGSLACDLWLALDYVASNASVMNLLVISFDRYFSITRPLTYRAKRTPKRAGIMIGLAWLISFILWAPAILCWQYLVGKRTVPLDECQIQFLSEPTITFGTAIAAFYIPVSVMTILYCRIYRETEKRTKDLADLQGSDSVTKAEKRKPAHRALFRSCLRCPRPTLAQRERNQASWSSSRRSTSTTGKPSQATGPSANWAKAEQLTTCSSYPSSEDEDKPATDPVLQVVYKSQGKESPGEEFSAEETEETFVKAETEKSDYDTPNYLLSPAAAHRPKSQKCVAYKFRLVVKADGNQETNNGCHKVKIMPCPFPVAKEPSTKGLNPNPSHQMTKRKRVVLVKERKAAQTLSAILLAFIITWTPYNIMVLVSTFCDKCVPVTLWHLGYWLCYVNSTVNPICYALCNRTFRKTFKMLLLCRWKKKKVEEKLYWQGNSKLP
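Assay system – human M5 receptor in CHO-K1 cells · Read-out – % activation, ACh-normalized · Technique – Fluo-8 calcium fluorescence · Dosing – single-point, 3 µM nominal · Incubation – Fluo-8 loading 80 min at 37 °C plus 30 min room temperature · Repeats – singlicate, one well per test compound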
M5 antag: human M5 muscarinic receptor antagonists, primary screen, CHO cells, Fluo-8 calcium fluorescence; CHO-hM5 cells, ACh EC80; 0.59% of 360,000 active; inhibition, % at 3 µM; Muscarinic acetylcholine receptor M5 (Homo sapiens), P08912;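 active = inhibition above a per-plate cutoff, the mean of that plate's test compounds plus 3 SD, cut at about 27% in these data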;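 note: 0% = acetylcholine EC80 with DMSO and 100% = DMSO without agonist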
CHRM4 agonist: human M4 muscarinic receptor agonists, primary screen, CHO-K1 cells, Fluo-8 calcium fluorescence; activation, % at 3 µM; 0.14% of 360,000 active; Muscarinic acetylcholine receptor M4 (Homo sapiens), P08173; CHO-K1 hM4/Gqi5; vehicle 0%, full acetylcholine response 100%;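 active = activation above the run mean over all test wells plus 3 SD, cut at about 32% in these data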;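 note: peak over basal fluorescence ratio per well then scaled between controls; 0% = DMSO wells and 100% = acetylcholine at EC100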
Target sequence (P08173 whole entry, looked up): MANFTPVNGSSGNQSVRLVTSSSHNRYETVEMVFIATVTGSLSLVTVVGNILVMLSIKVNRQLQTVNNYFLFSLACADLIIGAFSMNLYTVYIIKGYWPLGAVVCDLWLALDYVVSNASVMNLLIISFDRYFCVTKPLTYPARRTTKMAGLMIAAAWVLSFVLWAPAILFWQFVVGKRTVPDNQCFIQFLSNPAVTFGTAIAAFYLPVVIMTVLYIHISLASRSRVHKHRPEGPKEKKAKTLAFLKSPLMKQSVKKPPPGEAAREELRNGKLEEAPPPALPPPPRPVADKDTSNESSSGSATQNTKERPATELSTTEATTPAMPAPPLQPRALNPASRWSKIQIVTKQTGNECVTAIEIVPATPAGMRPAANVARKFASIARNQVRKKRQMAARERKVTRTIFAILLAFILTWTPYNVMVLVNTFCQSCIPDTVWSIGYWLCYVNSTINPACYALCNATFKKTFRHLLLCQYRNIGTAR
CHRM4 antagonist: human M4 muscarinic receptor antagonists, primary screen, CHO cells, Fluo-8 calcium fluorescence; CHO-hM4 cells, ACh EC80; inhibition, % at 3 µM; 0.73% of 360,000 active; Muscarinic acetylcholine receptor M4 (Homo sapiens), P08173;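 active = inhibition above its plate's cutoff, the mean inhibition of sample wells plus 3 SD, cut at about 27% in these data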;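 note: 0% = acetylcholine EC80 with DMSO and 100% = DMSO without agonist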
CHRM1 antagonist: human M1 muscarinic receptor antagonists, primary screen, CHO-K1 cells, Fluo-8 calcium fluorescence, 1536-well; 1.3% of 360,000 active; Muscarinic acetylcholine receptor M1 (Homo sapiens), P11229; inhibition, % at 3 µM; CHO-K1 hM1, ACh EC80 antagonist;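 active = percent inhibition above its own plate's cutoff, namely the mean of that plate's compound wells plus 3 SD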;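 note: peak over basal fluorescence ratio during 140 s after agonist addition; 0% = ACh EC80 plus DMSO and 100% = DMSO alone without agonist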
M5 ag: human M5 muscarinic receptor agonists, primary screen, CHO-K1 cells, Fluo-8 calcium fluorescence; AID 624037, 2012; Muscarinic acetylcholine receptor M5 (Homo sapiens), P08912; 0.19% of 360,000 active; CHO-K1 hM5 cells; 0% DMSO wells, 100% maximal acetylcholine response; activation, % at 3 µM;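 active = activation above the run's mean over test compounds plus 3 SD, cut at about 23% in these data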;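 note: signal is peak over basal fluorescence ratio across the kinetic read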
CHRM4 PAM: human M4 muscarinic receptor positive allosteric modulators, primary screen, CHO-K1 cells, Fluo-8 calcium fluorescence. Muscarinic acetylcholine receptor M4 (Homo sapiens), P08173. CHO-K1 hM4/Gqi5, ACh EC20; 0% = ACh EC20, 100% = maximal ACh. activation, % at 3 µM. 0.4% of 360,000 active;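 active = activation above its plate's cutoff, the mean activation of sample wells plus 3 SD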; note: some results filed as inactive read as strong as hits
CHRM1 PAM: human M1 muscarinic receptor positive allosteric modulators, primary screen, CHO-K1 cells, Fluo-8 calcium fluorescence, 1536-well. Muscarinic acetylcholine receptor M1 (Homo sapiens), P11229. CHO-K1 hM1, ACh EC20; 0% = ACh EC20, 100% = maximal ACh. activation, % at 3 µM. 0.088% of 360,000 active. AID 588819, 2011; in the data active = activation above about 19%, passing the limit was not always enough
Numbers without * were called inactive; · = no result given. Some of the compounds tested (hit frequency here may not be typical).

SMILES	CRFR2-BP ag	M5 PAM	M5 antag	CHRM4 agonist	CHRM4 antagonist	CHRM1 antagonist	M5 ag	CHRM4 PAM	CHRM1 PAM
Nc1ccccc1C(=O)OCC(=O)N1CCc2ccccc21	-0.6	-3	5	1	8	-16	1	-4	0
OC(CNCCc1c[nH]c2ccccc12)c1ccccc1 (configuration not stated)	0.2	-3	9	2	7	11	-6	-4	-1
CCCC[N+]12CCC(CC1)C(Cc1ccccc1)C2 (configuration not stated)	3.5	5	-1	1	-4	-1	-19	-1	0
CCN(C(=O)CN1CC=C(c2ccccc2)CC1)c1c(N)n(Cc2ccccc2)c(=O)[nH]c1=O	-1.6	0	10	1	-1	-5	-2	17	8
CCCNC(=O)N1[C@H]2CC[C@@H]1C(C(=O)OC)=C(c1ccc(S(C)(=O)=O)cc1)C2	0.7	3	3	1	-1	-7	4	6	8
CCn1c(O)c(/C=N/N2CCOCC2)c(=O)n(CC)c1=S	-1.4	0	-10	1	-9	-12	1	5	13
COc1ccc(C(c2nnnn2-c2ccc(OC)cc2)N2CCC3(CC2)C(=O)NCN3c2ccccc2)cc1 (configuration not stated)	·	-1	17	0	6	-24	3	-4	3
COC(=O)C1=C(c2cccc(C#N)c2)C[C@@H]2CC[C@H]1N2C(=O)NCCNC(C)=O	-0.7	-7	1	1	4	-7	3	0	8
CC(C)NS(=O)(=O)c1ccc(OCC(=O)N2CCN(Cc3ccc4c(c3)OCO4)CC2)c(Cl)c1	-1.0	-15	11	17	7	10	4	-8	-15
CCN(CC)C(=O)Oc1ccc(NC(=O)N2CCOCC2)cc1	1.5	2	0	0	2	-9	-2	-3	3
O=c1[nH]c(=S)n(C2CC2)c(O)c1C=NCCN1CCOCC1	0.0	5	8	1	-8	4	-2	6	3
CC[N+](CC)(CC)CCCCCCCCCC[N+](CC)(CC)CC	1.2	0	-4	1	-3	-13	-6	-12	-13
C#CCN[C@H](C)Cc1ccccc1	0.0	2	-3	1	-12	-20	0	3	3
CN1[C@@H]2CCC[C@H]1CC(=O)C2	-0.8	-5	5	1	-2	-18	0	-5	1
O=c1c2ccccc2nc(/C=C/c2ccc(O)cc2)n1-c1ccccc1O	-0.7	-9	7	7	4	9	4	-12	-1
O=C1CN=C(c2ccccc2)c2cc(Br)ccc2N1Cc1cc(=O)n2ccccc2n1	-2.1	-4	0	1	-6	-8	1	0	8
CC(=NCC1CCCO1)c1c(O)n(-c2ccccc2C)c(=O)[nH]c1=O (configuration not stated)	2.5	11	0	1	-6	-5	0	7	7
C/C(=N\NP(=S)(c1ccccc1)c1ccccc1)c1ccc(O)cc1O	-1.4	-3	8	-1	1	0	2	0	16
CCOc1cc2c(cc1OCC)-n1cccc1C(c1cc(C)c(OC)cc1C)NC2 (configuration not stated)	-1.4	-2	14	3	-11	-7	-1	-5	-2
CCn1c(C)c(C(=O)Nc2ccc(OC)cc2)c2cc(OC)ccc21	-0.2	0	9	2	8	-8	-3	-2	-2
Cc1cc(C=C2C(=O)NC(=S)NC2=O)c(C)n1-c1ccc2c(c1)OCO2	-0.8	-3	6	0	9	1	-3	-7	0
Cc1ccc(C2(O)CN3CCC2CC3)cc1 (configuration not stated)	1.7	-4	8	1	-12	1	-10	3	3
Cc1ccc[n+](CC(O)Cn2c3ccccc3c3ccccc32)c1 (configuration not stated)	6.2	3	-8	1	3	6	-1	-2	7
O=C1c2ccccc2-c2cc3ccccc3cc21	-0.2	-8	14	5	0	3	1	-1	-6
Cc1ccccc1CN1CCN(Cc2ccccc2)CC1	-1.4	2	-8	1	-6	-4	-9	5	8

Among those listed so far, 3 contain an aryl methoxy group.
SMILES	CRFR2-BP ag	M5 PAM	M5 antag	CHRM4 agonist	CHRM4 antagonist	CHRM1 antagonist	M5 ag	CHRM4 PAM	CHRM1 PAM
COc1ccc(C(c2nnnn2-c2ccc(OC)cc2)N2CCC3(CC2)C(=O)NCN3c2ccccc2)cc1 (configuration not stated)	·	-1	17	0	6	-24	3	-4	3
CCOc1cc2c(cc1OCC)-n1cccc1C(c1cc(C)c(OC)cc1C)NC2 (configuration not stated)	-1.4	-2	14	3	-11	-7	-1	-5	-2
CCn1c(C)c(C(=O)Nc2ccc(OC)cc2)c2cc(OC)ccc21	-0.2	0	9	2	8	-8	-3	-2	-2

Next section:
SMILES	CRFR2-BP ag	M5 PAM	M5 antag	CHRM4 agonist	CHRM4 antagonist	CHRM1 antagonist	M5 ag	CHRM4 PAM	CHRM1 PAM
COc1ccc2[nH]cc(CCN(C)C)c2c1	0.0	-4	4	1	-6	-32	-1	0	3
CC(C(=O)Nc1ccc(Br)cc1C(=O)c1ccccc1)N1CCCCC1 (configuration not stated)	-1.5	1	-7	-3	-12	-15	-4	9	6
COc1ccc(C(CC(=O)N2CCC3(CC2)OCCO3)NS(=O)(=O)c2ccc(OC)cc2)cc1 (configuration not stated)	0.9	-1	-17	1	3	-12	-2	20	11
C#CC1(O)CCC2C3CCC4=C/C(=N/OCC(=O)NCC(=O)NC(C(=O)O)C(C)C)CC[C@]4(C)C3CC[C@@]21C (some centres not stated)	0.8	-3	16	1	0	-17	-3	-4	19
COC(=O)C1=C(c2cc3ccccc3o2)C[C@@H]2CC[C@H]1N2C(=O)N1CCC(C)CC1	-0.8	2	-2	0	-13	6	-9	-2	-5
Cc1oc(-c2cccs2)nc1CSCC(=O)N1CCC2(CC1)OCCO2	-0.4	-3	3	2	7	-1	4	-7	3
COP(=O)(OC)C1(Nc2ccc(C)cc2)CCCCC1	-3.4	10	-2	1	-1	-8	1	16	7
C=CCn1c(O)c(C(C)=Nc2cc(OC)ccc2OC)c(=O)[nH]c1=O	0.9	3	-3	2	6	15	1	11	-3
O=C(NC(=S)N1C[C@H]2C[C@H](C1)c1cccc(=O)n1C2)c1ccc(Cl)cc1Cl	-0.7	-7	1	-1	-16	3	0	12	7
CCN1C(=O)NC(=O)/C(=C\c2cn(CC(=O)N3CCCC3)c3ccccc23)C1=O	6.4	2	-6	2	-3	-8	1	1	6
CCC1CN1P(=O)(c1ccccc1)N1CC1CC (configuration not stated)	0.9	8	13	1	5	-18	3	6	9
C[C@H]1CN([C@@H](C)CO)C(=O)CCCn2nncc2CO[C@H]1CN(C)C(=O)Oc1cccc2ccccc12	0.2	10	-1	1	0	-4	-1	4	7
CC1(C)CN2C(c3ccc(Cl)cc3)N2C1 (configuration not stated)	-2.6	-12	-6	0	2	-7	-7	-1	0
O=[N+]([O-])CCO	-0.5	-1	5	1	-3	-5	2	-6	3
O=c1[nH]c(=O)n(CCc2ccccc2)c(O)c1C=NCCN1CCNCC1	1.2	-15	12	0	-5	16	-6	-3	-11
CCCCC(=O)N/N=C/c1c(O)n(Cc2ccc(F)cc2)c(=O)[nH]c1=O	0.6	0	-1	1	0	-22	1	5	15
c1ccc(CN2CCN(Cc3ccc4c(c3)OCCO4)CC2)cc1	13	-3	-2	0	1	-2	-7	-10	0
CCCNC(=O)N1[C@H]2CC[C@@H]1C(C(=O)OC)=C(c1ccc(C(C)=O)cc1)C2	-0.7	-1	7	1	5	-1	1	0	1
C=CCCC[C@@H]1OC(=O)CNC(=O)C([C@@H](C)CC)NC(=O)[C@@H]2CCCN2C(=O)C([C@@H](C)CC)OC(=O)[C@H](Cc2ccccc2)N(C)C(=O)[C@H](C(C)C)NC(=O)C1(C)C (some centres not stated)	·	0	0	0	-8	-14	0	2	-2
CN1C(=O)CN=C(c2ccccc2Cl)c2cc(Br)ccc21	-0.1	4	6	0	-1	-12	2	2	11
Cc1cc(C)cc(N2C(=O)/C(=C\c3ccc(N4CCN(C)CC4)o3)C(=O)NC2=S)c1	57*	-6	8	1	-13	-18	-2	8	11
CC1(C)Cc2c(C#N)c(N3CCNCC3)nc(-c3ccco3)c2CS1	1.4	1	6	3	6	-4	-4	-2	5
O=c1[nH]c(O)c(/C=C2\C=Nc3ccc(OCc4ccccc4)cc32)c(=O)[nH]1	38	5	1	2	-1	-6	0	-4	12
Cc1ccc(CN2CCCC(C(=O)c3ccc4c(c3)OCO4)C2)cc1C (configuration not stated)	-2.2	-10	5	1	26	84*	-20	-47	-25
Cc1cc(/C=C2\C(=O)NC(=O)N(Cc3ccco3)C2=O)c(C)n1-c1ccc(C(=O)O)cc1	-0.4	-8	20	0	0	-7	0	-4	4
(list continues)
SMILES	CRFR2-BP ag	M5 PAM	M5 antag	CHRM4 agonist	CHRM4 antagonist	CHRM1 antagonist	M5 ag	CHRM4 PAM	CHRM1 PAM
NNC(=O)CN1C(=O)CN=C(c2ccccc2)c2cc(Br)ccc21	-1.6	0	15	0	3	-10	-1	-7	8
Cc1nc2nc(SCC(=O)N3CCC4(CC3)OCCO4)nn2c(C)c1Cc1ccccc1	-1.8	0	-5	4	-2	-13	-1	-1	12
Cn1c(O)c(C=NC2CC(C)(C)NC(C)(C)C2)c(=O)n(C)c1=O	-1.2	-1	-7	1	-6	-5	0	8	9
Oc1ccc(-[n+]2c(-c3ccccc3)cc(-c3ccccc3)cc2-c2ccccc2)cc1	0.4	-31	13	3	54*	18	-10	-12	-16
CCOC(=O)c1ccccc1C(=O)OCC	5.8	3	-10	0	-2	-26	0	-2	2
COc1cc2occc2c2oc(=O)ccc12	-1.6	3	10	2	-8	-3	1	4	6
Cc1c(C(=O)N2CCC3(CC2)OCCO3)sc2ncnc(N(C)c3ccccc3)c12	-2.3	0	3	1	-1	-5	-2	2	4
CN1/C(=C\C=C2C(=O)NC(=S)NC2=O)C(C)(C)c2ccccc21	215*	-24	22	23	15	27*	104*	-14	-26
COc1cc(-c2ccc(N)c(OC)c2)ccc1N	1.3	-6	11	0	1	-13	2	-1	4
COc1ccc(C(O)c2cc(OC)ccc2OP(=O)(N(C)C)N(C)C)cc1 (configuration not stated)	-0.2	-4	1	1	-8	-12	-2	4	1
COC(=O)C1=C(c2ccc(OCc3ccccc3)cc2)C[C@@H]2CC[C@H]1N2C(=O)NCc1ccc2[nH]ccc2c1	0.5	-1	1	5	-14	0	1	1	-2
Cc1[nH]c2ccc(O)cc2c1CCN	8.2	1	-2	3	2	-13	2	-7	-5
COCCOC(=O)C1=C(N)OC(C)=C(C(=O)OC)C12C(=O)Nc1ccccc12 (configuration not stated)	1.2	-2	2	-1	-7	-12	-1	-2	3
C[C@H](CO)N1C[C@H](C)[C@H](CN(C)C(=O)Oc2cccc3ccccc23)OCc2cnnn2CCCC1=O	0.9	8	-4	1	-16	-15	-1	5	8
CCCCn1c(O)c(C(CC)=NCc2ccc3c(c2)OCO3)c(=O)[nH]c1=O	-0.7	-17	4	11	-3	17	0	-3	-10
CN1CCCC(C(=O)c2ccccc2)C1 (configuration not stated)	0.6	-10	1	-1	7	-10	-17	-5	3
Cc1ccc(CC(=O)N2CCN(Cc3ccccc3)CC2)cc1	-0.9	2	-5	1	-2	-10	-3	6	7
Cc1cc(N2C(=O)C3CCCN3C2c2cccc(Cl)c2)no1 (configuration not stated)	-1.3	-1	2	0	-6	-12	0	5	13

Assay outcomes deposited in PubChem BioAssay by several laboratories.
